# Screening results: PubChem, Broad Institute
# LGR2 antag: Drosophila LGR2 receptor signaling inhibition; AID 720647; HEK293 LGR2, CRE-luciferase, bursicon-stimulated, 4 h; hit rate 0.35% among 380,000; inhibition, % at 9.99 µM;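 active means drop in luminescence signal, shown as inhibition above about 50% in the replicate tests, limit read from the data, passing the limit was not always enough; inconclusive means probably only some replicates passing the limit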;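 further: agonist challenge used bursicon conditioned medium at about half maximal strength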
# EWS-Fli inh: EWS/Fli transcriptional activity inhibition; inhibition, % at 12.6 µM; A673 NR0B1-luciferase reporter, viability-normalised; hit rate 0.67% among 350,000;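 active means mean inhibition of at least 50% after viability correction, with every replicate also passing that limit; inconclusive means mean reaches 50% but only one of two replicates passes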;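 further: firefly luciferase signal divided by Alamar Blue viability fluorescence both relative to DMSO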
# DENV2 CPE rescue: inhibitors of DENV2 cytopathic effect; DENV2-infected cells, cytopathic effect rescue, plate reader; CPE inhibition, % at 9.99 µM; hit rate 1.7% among 350,000; AID 651640; in the data active means CPE inhibition above about 20%, passing the limit was not always enough; inconclusive means no clear call, values can overlap the other calls; tested in BHK-21 cells;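 further: 0% = median of neutral control wells and 100% = median of positive control wells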
# ARNT-TACC3 inh: disruptors of human ARNT/TACC3 interaction | Q9Y6A5 | AlphaScreen His-ARNT PAS-B/GST-TACC3 binding, luminescence; TACC3 fragment carries E629A point mutation | inhibition, % at 9.99 µM | hit rate 0.66% among 390,000;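 active means mean inhibition of replicates at least 50% and at least half of replicates each reaching 50%; inconclusive means half or more replicates reach 50% but mean below 50%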;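 further: 0% = complete ARNT plus TACC3 wells and 100% = ARNT alone without TACC3; many hits fall short of the cut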
# SIRT5 block: sirtuin-5 (human) deacylase inhibition; Q9NXA8; Purified SirT5, succinyl-peptide AMC, trypsin-coupled fluorescence; inhibition, % at 15 µM; hit rate 1.1% among 330,000; in the data active means inhibition above about 15%; inconclusive means no clear call, values can overlap the other calls
# Target sequence (Q9NXA8 whole entry, looked up): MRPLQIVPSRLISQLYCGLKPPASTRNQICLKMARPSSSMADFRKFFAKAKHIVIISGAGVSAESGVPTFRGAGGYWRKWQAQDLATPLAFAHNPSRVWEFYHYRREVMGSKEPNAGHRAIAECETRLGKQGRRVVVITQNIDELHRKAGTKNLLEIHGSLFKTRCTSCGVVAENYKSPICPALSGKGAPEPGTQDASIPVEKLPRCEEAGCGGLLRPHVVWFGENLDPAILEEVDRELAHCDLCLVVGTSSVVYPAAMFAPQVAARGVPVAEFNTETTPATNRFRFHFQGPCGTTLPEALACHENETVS
# Casp6 inh: blocks human caspase-6 cleavage activity; P55212; purified caspase-6, Z-VEID-R110 cleavage fluorescence; inhibition, % at 12.5 µM; hit rate 0.53% among 350,000;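 active means mean inhibition across replicates at least about 35%, with every replicate also reaching that limit, limit read from the data; inconclusive means only one of the two criteria met; inactive means neither criterion met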;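 further: 0% = median of neutral control wells and 100% = no fluorescence left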
# Target sequence (P55212 24-179 limits assumed): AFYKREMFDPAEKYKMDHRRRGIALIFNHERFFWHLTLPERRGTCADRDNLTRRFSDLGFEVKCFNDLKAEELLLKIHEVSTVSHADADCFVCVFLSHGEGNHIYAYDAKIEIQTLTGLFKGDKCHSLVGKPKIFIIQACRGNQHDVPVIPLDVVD
# Target sequence (P55212 194-293 limits assumed): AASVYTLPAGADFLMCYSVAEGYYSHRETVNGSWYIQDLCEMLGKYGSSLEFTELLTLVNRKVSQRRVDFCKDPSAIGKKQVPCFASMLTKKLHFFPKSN
# PAX8 reporter: PAX8 transcriptional activity inhibition. RMG-I TPO-luciferase reporter, SteadyGlo, 24 h. inhibition, % at 12.6 µM. hit rate 1.2% among 360,000. AID 652154;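 active means mean replicate inhibition at least 60% with every replicate also reaching 60%; inconclusive means only one of the two criteria is met; inactive means mean below 60% and not all replicates reaching 60%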;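 further: luciferase light reporting Pax8 driven TPO promoter activity; plate controls were median of neutral control wells for no effect and mitoxantrone controls for full effect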
# * marks the source's active call; other numbers are inactive results; ? = inconclusive; . = no result given; & = joins results of further samples.
SMILES,LGR2 antag,EWS-Fli inh,DENV2 CPE rescue,ARNT-TACC3 inh,SIRT5 block,Casp6 inh,PAX8 reporter
Cc1ccc(NC(=O)COC(=O)CCc2ccc(S(=O)(=O)N3CCOCC3)cc2)cc1F,24,-4,0,-10,-2,-3,-9
O=C(C1=C[C@@H](c2ccccc2)C[C@@H](OCCCCO)O1)N1CCOCC1,12,-8&-3,-8&8,-2&-3,0,-1,-5&-14
CCCc1cc(=O)oc2c(CN(CC)CC)c(O)c(Cl)cc12,10,10,2,-4,-128,8,14
COc1cccc(C(=O)Nc2ccc3c(c2)OC[C@H](C)N(C(=O)C2CCCC2)C[C@H](C)[C@@H](OC)CN(C)C3=O)c1,-8,2,-2,.,3,2,.
Cc1ccc(Nc2nnc(SCC(=O)NCC3CCCO3)s2)cc1C (stereo unspecified),-12,-50,-2,14,2,3,-72
CCN(C(=O)C(C)OC(=O)C1C(C(=O)OC)=C(C)NC(C)=C1C(=O)OC)c1ccccc1 (stereo unspecified),0,-1,-5,-3,-2,-1,4
O=C(c1ccc(CSc2ccccc2)cc1)N1CCN(c2ccccc2)CC1,18,9,-1,-1,1,-3,9
C[C@@H]1CN([C@@H](C)CO)C(=O)c2ccccc2-c2ccccc2CO[C@@H]1CN(C)C(=O)Nc1ccccc1C(F)(F)F,-7,-16,2,-3,-2,.,7
Cc1ccc(N2CCN(C(C(=O)Nc3c(C)cccc3C)c3cc4ccccc4o3)CC2)cc1 (stereo unspecified),-4,5,-3,.,-4,2,25
COc1ccc(C(=O)N2CCC(C)(C(=O)NS(=O)(=O)C3CC3)C2)c(OC)c1 (stereo unspecified),-9,3,-15,.,.,-4,-4
C[C@H](CO)N1C[C@H](C)[C@H](CN(C)S(C)(=O)=O)Oc2cc(C#CC3CCCC3)ccc2S1(=O)=O,-11,-21,-1,-1,0,0,.
O=C(O)C1CCCCC1C(=O)Nc1nc(-c2ccc(Cl)s2)cs1 (stereo unspecified),.,1,14,.,4,46*,11
O=C1NCCN(Cc2c(F)cccc2Cl)C1CC(=O)N1CCCCO1 (stereo unspecified),-19,5,-11,.,.,1,-5
Cn1c(=O)c2c(ncn2C)n(C)c1=O,-10,-5,-3,-3,1,0,6
Cc1ccc(F)cc1S(=O)(=O)NCc1ccc(N2CCN(C)CC2)cc1,-9,-6,-4,.,-3,-2,8
COC(=O)CCN(c1ccccc1)S(=O)(=O)c1cc(-c2cc(C)no2)ccc1C,7,3,-4,-5,-2,6,16
CC(C)=C1C(=O)NN(c2cccc(Cl)c2)C1=O,-1,5,?,-2,.,2,51
N#C[C@@H]1[C@@H](c2ccccc2-c2ccccc2F)[C@H](CO)N1C(=O)C1CCC1,5,-3,2,.,0,2,.
CCCc1nn2c(=O)cc(CSCC(=O)Nc3ccc(C)cc3)nc2s1,4,.,9,-9,36*,1,-2
CC(C)Cn1c(N)c(C(=O)COC(=O)CN2C(=O)C3CC=CCC3C2=O)c(=O)n(C)c1=O (stereo unspecified),-3,11,10,-1,2,0,13
C#CCOc1ccc(/C=N/O)cc1Cl,1,-2,-2,-2,1,-2,10
C[C@H]1CCCCO[C@H](CN(C)C)[C@@H](C)CN([C@@H](C)CO)C(=O)c2cc(NC(=O)Nc3ccc(F)cc3)ccc2O1,-46,-7,14,-11,-1,-3,-26
CC(C)NC(=O)N(C)C[C@@H]1Oc2c(NC(=O)NC3CCCCC3)cccc2C(=O)N([C@H](C)CO)C[C@@H]1C,-4,4,3,0,-3,.,.
O=C(CCCn1cc([N+](=O)[O-])cn1)NCc1ccccc1,15,6,-5,7,9,0,-1
CN(CC(=O)Nc1ccc(F)c(F)c1F)C(=O)c1cc(S(=O)(=O)N(C)C)ccc1N1CCCC1,14,3,-5,-1,-6,-79,13

# 2 of the compounds above, bar-delimited:
structure | LGR2 antag | EWS-Fli inh | DENV2 CPE rescue | ARNT-TACC3 inh | SIRT5 block | Casp6 inh | PAX8 reporter
CCCc1nn2c(=O)cc(CSCC(=O)Nc3ccc(C)cc3)nc2s1 | 4 | . | 9 | -9 | 36* | 1 | -2
CC(C)Cn1c(N)c(C(=O)COC(=O)CN2C(=O)C3CC=CCC3C2=O)c(=O)n(C)c1=O (stereo unspecified) | -3 | 11 | 10 | -1 | 2 | 0 | 13

# (further entries)
SMILES,LGR2 antag,EWS-Fli inh,DENV2 CPE rescue,ARNT-TACC3 inh,SIRT5 block,Casp6 inh,PAX8 reporter
CC(C)C#Cc1ccc2c(c1)O[C@@H](CN(C)C(=O)C1CC1)[C@@H](C)CN([C@H](C)CO)S2(=O)=O,-29,3,-9,2,-1,-2,.
CC1(C)Nc2ccccc2C(=O)N1NS(=O)(=O)c1ccccc1,-3,-4,4,1,-12,3,5
O=C(COC(=O)c1cccnc1Cl)Nc1ccc(S(=O)(=O)N2CCOCC2)cc1,-11,-3,-4,1,-3,1,10
CO[C@H]1CN(C)C(=O)c2ccc(NC(=O)c3cnccn3)cc2OC[C@H](C)N(CCc2ccccc2)C[C@H]1C,4,1,0,6,6,0,-6
CC(C)(C)NC(=O)N1CCCN(c2ccc(C(F)(F)F)cn2)CC1,0,3,4,3,-3,1,-4
NS(=O)(=O)c1ccc(NC(=O)COc2cccc3ccccc23)cc1,0,-5,-8,7,1,2,13
CNC(=O)Nc1ccc(S(N)(=O)=O)cc1,-3,-2,2,-12,-2,3,11
O=C1c2cccc3cc([N+](=O)[O-])cc(c23)C(=O)N1CC1CCCO1 (stereo unspecified),.,18,0,1,-1,7,-5
C[C@@H]1CN([C@H](C)CO)C(=O)c2cccc(NS(=O)(=O)c3ccc(F)cc3)c2O[C@@H]1CN(C)C(=O)Nc1ccc2c(c1)OCO2,-13,-20,24*,-13,-7,2,-18
CS(=O)(=O)Nc1ccc(-c2cn3cccnc3n2)cc1,-8,-14,-2,5,-27,-1,-13
CCCN1C[C@@H](C)[C@@H](OC)CN(C)C(=O)c2ccc(NC(=O)Nc3cccc(OC)c3)cc2OC[C@@H]1C,3,1,?,3,4,1,.
COc1cc2ccccc2cc1C(=O)Nc1ccc(N2CCN(C)CC2)cc1,-21,.,.,8,0,-14,.
COc1cc(C(=O)NC2CCCCCCC2)cc(OC)c1OC,-2,-5,-5,-1,-1,7,20
Cc1nn(CC(=O)c2ccc(Br)s2)c(C)c1[N+](=O)[O-],-6,35,1,1,-1,2,9
C#CCN(Cc1ccco1)C(=O)c1cc(COc2ccc(F)cc2Cl)on1,-15,0,14,-13,3,2,-11
Cc1csc(NC(=O)COc2ccc3c(c2)CCC3)n1,-45,-86,-4,-5,0,13,-82
C[C@H](CO)N1C[C@H](C)[C@H](CN(C)S(=O)(=O)c2ccc(Cl)cc2)Oc2ccc(NC(=O)NC3CCCCC3)cc2C1=O,-2,3,1,-4,0,-2,-5
C[C@H](NC(=O)C[C@@H]1C[C@H]2c3cc(NC(=O)CN(C)C)ccc3O[C@H]2[C@H](CO)O1)c1ccccc1,-2,5,?,1,0,0,5
Cn1c(-c2cc3ccccc3oc2=O)nc2ccccc21,-23,-100,8,0,-9,-3,-74
CCOC(=O)/C(=N\Nc1ccc(C(C)=O)cc1)c1csc(Nc2ccccc2)n1,-18,.,.,2,.,.,3
CCC(=O)N1CC2(C1)[C@H](c1ccc(-c3ccc(C#N)cc3)cc1)[C@H](CO)N2C(C)=O,1,-4,7,.,1,0,.
COC(=O)[C@H]1[C@H](CO)[C@H]2Cn3c(ccc(-c4ccccc4OC)c3=O)[C@H]2N1C(=O)c1cccnc1,10,-4,-5,-3,0,3,-2
NS(=O)(=O)c1ccc(NC(=O)CN2CCN(S(=O)(=O)c3cccs3)CC2)cc1,-2,-1,-4,.,-2,8,-2
Cc1ccc(N=Cc2cc3c(cc2[N+](=O)[O-])OCO3)cc1[N+](=O)[O-],-8,1,7,.,-2,1,14
COc1ccccc1CNC(=O)C[C@H]1C=C[C@H](NC(=O)CC2CC2)[C@H](CO)O1,-17,-4,-6,0,1,0,-19

# The list goes on, overlapping the part above by two compounds.
SMILES,LGR2 antag,EWS-Fli inh,DENV2 CPE rescue,ARNT-TACC3 inh,SIRT5 block,Casp6 inh,PAX8 reporter
Cc1ccc(N=Cc2cc3c(cc2[N+](=O)[O-])OCO3)cc1[N+](=O)[O-],-8,1,7,.,-2,1,14
COc1ccccc1CNC(=O)C[C@H]1C=C[C@H](NC(=O)CC2CC2)[C@H](CO)O1,-17,-4,-6,0,1,0,-19
CCOc1ccc(S(=O)(=O)Nc2ccccn2)c2ccccc12,7,-13,7,-4,-3,12,.
COc1ccc(Cn2c(C)nnc2-c2cnn(C)c2N)cc1OC,-10,9,0,-2,-8,-2,0
COC(=O)Nc1ccc(S(=O)(=O)NNC(=O)c2c(O)c3ccccc3[nH]c2=O)cc1,0,-4,15,-5,-2,-4,24
COCCCNC(=O)CC(=O)N/N=C\c1ccc(SC)cc1,0,-3,-6,-1,-5,0,-2
O=C(C[C@H]1C[C@H]2c3cc(NC(=O)C4CCOCC4)ccc3O[C@H]2[C@@H](CO)O1)NCc1ccncc1,7,-2,3,-1,-10,-1,-13
COc1ccc2nc(SCC(=O)NCC(F)(F)F)[nH]c2c1,3,-2,-3,-3,.,-2,-15
CC(C)(C)OC(=O)NCCCCCNC(=O)c1nc[nH]c1C(=O)NCc1ccc(CNC(=O)OC(C)(C)C)cc1,.,28,5,15,.,-2,72*
Cc1cc(-c2ccccc2)nc(Cl)c1C#N,-3,9,.,-3,1,-3,7
c1ccc(-c2ccccc2OCCCCn2ccnc2)cc1,12,5,5,3,-1,-3,-3
CC1Cc2cc(S(=O)(=O)NCc3ccccc3)ccc2N1C(=O)C1CCC1 (stereo unspecified),-16,6,0,1,2,2,5
CCOC(=O)c1ccccc1NC(=O)c1ccc2nc[nH]c2c1,-11,4,-10,1,-4,1,13
Cc1ccc(C)c(NC(=S)NCCc2ccc(F)cc2)c1,11,-13,-3,-3,-4,.,-5
Cc1ccc(S(=O)(=O)N(C)C[C@@H]2OCCCC[C@@H](C)Oc3ccc(NC(=O)NC4CCCCC4)cc3C(=O)N([C@H](C)CO)C[C@@H]2C)cc1,3,-3,-6,10,8,1,-7
O=C1[C@@H]2C(c3cccnc3)=NO[C@@H]2C(=O)N1c1ccc(Cl)cc1Cl,-6,3,11,-1,3,4,-6
COc1ccc(C2=Nn3c([n+](C)c4ccccc43)SC2)cc1,-24,53*,-1,0,3,2,84*
CC(C)Cc1cc(C(=O)Nc2ccc(F)cc2F)no1,-82,-3,0,-4,-1,-1,-10
CCC(C)NC(=O)CSc1nc2ccccc2c(=O)n1CCCN1CCCCC1 (stereo unspecified),-11,0,3,-12,0,7,-2
O=C(O)c1cccc(NS(=O)(=O)c2ccc3c4c(cccc24)C(=O)N3)c1,-3,3,-4,0,.,6,12
COc1ccc(Cl)cc1-c1cc(C(=O)NCC2CCCCC2)[nH]n1,1,5,-2,.,.,1,-6
COCCOc1ccc(C(F)(F)F)cc1NC(=O)COC(=O)c1ccc(N2CCCC2=O)cc1,-1,-4,?,-6,7,-1,.
COc1cc(C(=O)N2CCc3ccccc32)ccc1OCc1c(C)noc1C,0,18,4,6,-2,-3,18
CN(C)C(=O)C[C@@H]1CC[C@@H]2[C@H](COC[C@H](O)CN2Cc2ccc(C(F)(F)F)cc2)O1,-10,0,5,-10,0,11,-5
CCN(C(=O)COC(=O)c1ccc2[nH]c3c(c2c1)CCCC3)C1CCS(=O)(=O)C1 (stereo unspecified),-10,8,-9,6,.,-1,-6
CCOC(=O)c1ccc(NC(=O)c2nc[nH]c2C(=O)N[C@H](C)CO)cc1,-51,5,5,.,0,-1,-14
CC(C)NC(=O)N(C)C[C@H]1Oc2ccc(NC(=O)Nc3ccccc3)cc2C(=O)N([C@H](C)CO)C[C@H]1C,1,1,9,-7,-2,3,8
Cc1cccc(N(CC(=O)N2CCCC2)S(C)(=O)=O)c1,3,6,3,-4,-1,-22,6
O=c1sc(N2CCN(c3ccccc3F)CC2)nc2ccsc12,-52,-11,?,-1,0,19,-163
COC(=O)C1OC1c1cc([N+](=O)[O-])ccc1OC (stereo unspecified),5,3,9,33,-3,2,-18
Cc1c(C(=O)N2CCCC2)c(S(=O)(=O)Nc2cccc(Br)c2)c(C)n1C,-4,.,-1,-2,-6,1,-6
CC(C)(C)C(=O)NC1CC2CCCC(C1)N2C(=O)Nc1ccccc1Cl (stereo unspecified),0,-5,-1,0,2,0,4
